m5-HT2A agonist – agonists of mouse serotonin 5-HT2A receptor (HTR2A); CHO-K1 mHTR2A beta-arrestin complementation, luminescence; percent of 30 µM serotonin response; P35363; actives 0.66% (n = 360,000); activation, % at 7.6 µM;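 active = activation above a run cutoff, the mean activation of all tested compounds plus 3 SD, cut at about 14% in these data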;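 also: 0% = plate median of compound wells and 100% = 30 µM serotonin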
MC4R ag barr – activates human MC4R beta-arrestin recruitment; U2OS MC4R beta-arrestin complementation, luminescence; percent of melanotan II response, DMSO zero; actives 0.98% (n = 360,000); activation, % at 8.9 µM; P32245; AID 540308;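 active = activation above a per-plate cutoff, the mean activation of sample wells on that plate plus 3 SD, cut at about 8% in these data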
ABCB6 inh MLPCN – human ABCB6 transporter inhibition | actives 0.19% (n = 360,000) | fluorescence ratio to DMSO, % at 10 µM | K562-ABCB6 porphyrin accumulation, flow cytometry, 1 h; stronger effect = lower value;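 active = fluorescence ratio to DMSO below 75%, the collection mean minus 3 SD; inconclusive = too few cells collected in the well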;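 also: signal is porphyrin accumulated inside mitochondria; 100% equals median channel fluorescence of DMSO control wells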
Target sequence (Q9NP58 whole entry, looked up): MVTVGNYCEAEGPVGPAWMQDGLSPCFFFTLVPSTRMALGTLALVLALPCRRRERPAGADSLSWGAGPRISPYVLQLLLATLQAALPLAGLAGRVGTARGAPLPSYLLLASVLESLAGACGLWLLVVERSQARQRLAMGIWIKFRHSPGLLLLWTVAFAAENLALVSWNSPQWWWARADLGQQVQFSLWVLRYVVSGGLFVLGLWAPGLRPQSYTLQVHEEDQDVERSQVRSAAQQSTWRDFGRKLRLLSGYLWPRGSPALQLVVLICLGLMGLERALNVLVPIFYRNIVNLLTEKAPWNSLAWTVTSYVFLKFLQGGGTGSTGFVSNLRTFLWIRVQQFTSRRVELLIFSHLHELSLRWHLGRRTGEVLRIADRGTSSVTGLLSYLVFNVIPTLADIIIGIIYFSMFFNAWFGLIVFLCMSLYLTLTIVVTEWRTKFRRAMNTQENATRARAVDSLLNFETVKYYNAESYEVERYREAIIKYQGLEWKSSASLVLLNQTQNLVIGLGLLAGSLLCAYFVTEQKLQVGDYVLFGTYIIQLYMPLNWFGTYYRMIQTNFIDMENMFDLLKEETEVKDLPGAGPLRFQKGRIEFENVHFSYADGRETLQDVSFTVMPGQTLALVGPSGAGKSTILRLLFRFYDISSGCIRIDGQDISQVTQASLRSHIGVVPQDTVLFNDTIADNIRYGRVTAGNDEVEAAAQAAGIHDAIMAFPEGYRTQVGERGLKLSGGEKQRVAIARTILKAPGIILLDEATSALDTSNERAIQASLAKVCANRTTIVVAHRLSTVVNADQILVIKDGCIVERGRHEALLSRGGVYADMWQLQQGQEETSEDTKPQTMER
MC4R antag cAMP – antagonists of human melanocortin 4 receptor (MC4R). AID 540295. inhibition, % at 6.5 µM. P32245. actives 0.48% (n = 360,000). MC4R-expressing cells, MTII-stimulated cAMP, LANCE TR-FRET;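 active = inhibition above its plate's cutoff, the mean of tested wells on that plate plus 3 SD, cut at about 29% in these data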;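 also: 0% = Melanotan II alone and 100% = Melanotan II plus saturating MCL0020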
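Assay system: human MC4R-expressing U2OS cells; reagent: Melanotan II stimulation of cells; dosing: 6.5 µM single dose; timing: compound 30 min, challenge 1 h, detection 1 h; signal: TR-FRET cAMP assay; replicates: one well per compound, no replicates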
aDG glyco up – alpha-DG glycosylation activation. Pro5-aDG cells, alpha-DG glycosylation AlphaScreen (IIH6); 0% Pro5, 100% B10-LARGE cell signal. activation, % at 10 µM. actives 0.22% (n = 360,000). AID 624168;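 active = activation of at least 8% versus controls, or a plate z-score of at least 8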;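 also: Pro5 are CHO cells carrying HIG-tagged alpha-DG that lacks glycosylation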
PDI turbidity – blocks human protein disulfide isomerase activity | P07237 | PDI insulin aggregation turbidity, A650, 90 min | inhibition, % at 10 µM | actives 0.052% (n = 350,000) | AID 588391;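 active = mean inhibition across replicates of 30% or more, whatever share of single replicates reach that level; inconclusive = mean inhibition below 30% while every single replicate reaches 30%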;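 also: absorbance from insulin aggregation driven by PDI reduction with DTT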
H9c2 protect – protects H9c2 cardiomyocytes from peroxide injury; H2O2 injury protection, ATPLite, 2 h; protection from H2O2 cell death, % at 20 µM; actives 0.63% (n = 360,000);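 active = compounds giving at least 50% protection of heart cells from peroxide-induced death in the single-dose screen, raw or plate-pattern-corrected value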;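 also: 0% = DMSO wells with peroxide and 100% = DMSO wells without peroxide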
N-glyco inh – N-linked glycosylation inhibition | D54 ERlucT glycosylation luciferase reporter, 24 h; percent of 100 nM tunicamycin response | reporter increase, % at 12.5 µM | actives 0.23% (n = 360,000);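 active = mean luciferase reporter signal, scaled so untreated is 0 and the glycosylation-blocking control 100, at or above a set limit in every replicate; inconclusive = mean reaches the limit but not every replicate does; inactive = mean below the limit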;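 also: luciferase carries N-glycosylation sites so blocking glycosylation raises the light; 0% = median of neutral control wells and 100% = median of 100 nM tunicamycin wells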
Vif inh – blocks HIV Vif function. HEK293T cells, Vif self-association by quenched fluorescence, imaging, 24 h. inhibition, % at 7.49 µM. actives 0.35% (n = 340,000); in the data active = inhibition above about 50%, passing the limit was not always enough; inconclusive = no clear call, values can overlap the other calls; inactive = below about 31%; also: some results filed as inactive read as strong as hits
CaV13 ICDI inh – Primary screen for inhibitors of IQ motif and Ca2+-dependent inactivation inhibitor domain binding in CACNA1D, Förster resonance energy transfer in living cells, …; HEK cells, CFP/YFP FRET ICDI-IQ, plate reader, 10 min; percent FRET-ratio fall versus neutral wells; inhibition, % at 12.3 µM; actives 0.098% (n = 340,000); AID 743397;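 active = mean replicate inhibition of at least 30% and at least 1% of replicates passing that level; inconclusive = only one of the two criteria is met; inactive = neither criterion is met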;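 also: 0% = median of the neutral control wells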
* = called active by the depositor; ? = inconclusive; . = no result given.

structure	m5-HT2A agonist	MC4R ag barr	ABCB6 inh MLPCN	MC4R antag cAMP	aDG glyco up	PDI turbidity	H9c2 protect	N-glyco inh	Vif inh	CaV13 ICDI inh
Cc1ccccc1CSCCNC(=O)COc1ccc(Cl)cc1	-5	1.6	97	9	0.0	-11	0	-2	-14	-3
O=C(CN1CCC(NC(=O)Cc2ccccc2)CC1)Nc1ccccc1Br	-1	-2.7	100	-4	0.5	1	3	-4	-2	-2
Cc1ccc(N(CC(N)=O)C2SC(=O)N(C)C2=O)cc1 (configuration not stated)	-3	-2.2	100	0	0.1	11	3	0	-2	-5
COC(=O)[C@H](Cc1ccccc1)NC(=O)[C@@H](N)CC(=O)O	-5	-0.6	98	2	-0.1	-4	-13	-1	-8	-5
COc1ccc(C[C@H]2CN3C(=NC[C@H]3C)N2CCNC(=O)c2ccc(C)c(Br)c2)cc1	-11	-0.1	90	1	0.4	2	0	-3	1	-12
S=C(NCCc1ccccc1)Nc1ccccn1	-4	0.5	102	-7	0.0	?	-8	-6	-2	-4
COc1cccc(OCCSc2nc(C)c(Cc3ccccc3)c(=O)[nH]2)c1	-2	1.4	102	8	0.3	-3	-2	0	1	-6
C#CCOCCOCCOCCNc1nc(N2CCN(C(=O)Cn3cc(CCCN=C(N)N)nn3)CC2)nc(N2CCN(C(=O)[C@H]([C@@H](C)O)n3cc(CCCCN)nn3)CC2)n1	2	0.0	109	3	0.6	4	2	1	-1	-10
CCOc1cc(C)nc(NCc2ccccc2)n1	-4	0.0	88	2	0.1	12	-9	19	17	-3
CCOc1ccc(N(CC)C(=O)COc2cc(=O)n(CC)c3ccccc23)cc1	-3	-1.1	88	-6	-0.2	9	7	5	1	-4
COc1ccccc1-n1c(=O)[nH]c2c(C(N)=O)nc(CC(C)C)nc21	1	-1.1	97	6	-0.1	5	4	1	15	-6
COc1ccc(N2CCN(Cc3nc4c(c(=O)n(C)c(=O)n4C)n3CC(C)=O)CC2)cc1	2	-0.9	97	5	0.5	3	-5	-2	-5	-7
O=C(COC(=O)c1cc(Br)ccc1O)Nc1cc(S(=O)(=O)N2CCCC2)ccc1Cl	-3	-0.2	98	1	0.0	1	-11	-1	-3	-8
CCCc1c2c(cc3c(=O)cc(C(=O)OCC)oc13)CCCC2	0	-1.5	89	9	0.0	-3	-3	2	-2	-19
COc1cccc(C(O)C2OC(=O)c3ccccc32)c1OC (configuration not stated)	3	-0.1	101	14	-0.1	2	6	1	-1	0
Cc1ccc(-n2nnnc2SCC(=O)NCC2CCCO2)cc1C (configuration not stated)	5	-1.4	95	11	0.1	-2	0	0	6	-6
Cc1cc(C)n(C(=O)c2cccc(S(=O)(=O)N3CCCCC3)c2)n1	0	1.2	95	4	0.0	-1	-7	0	0	4
COC(=O)c1ccc(C)c(NC(=O)c2ccc(CN3CCc4ccccc4C3)cc2)c1	0	1.9	88	5	0.3	1	-6	-4	0	-4
CCOc1ccccc1C(=O)NCC(=O)Nc1ccc(-c2ccccc2)cc1	-5	-0.5	113	5	0.1	-7	0	-1	4	-8
Cc1nnc(SCC(=O)NNC(=O)c2ccco2)s1	-1	-2.7	99	2	-0.2	-1	6	4	-2	-7
Cc1cccc(C)c1NC(=O)CCS(=O)(=O)c1ccc(Br)cc1	4	-0.7	98	7	0.0	1	-1	-1	-3	-4
Nc1nc(-c2ccc(F)cc2)cc(C(F)(F)F)n1	-4	2.7	88	-2	-0.1	-2	-6	2	-5	-4
O=C(OCC(=O)N1CCN(C(=O)c2ccco2)CC1)c1cc(S(=O)(=O)Nc2ccc(Cl)cc2)ccc1O	0	2.9	96	14	-0.1	-4	0	4	-8	-19
Cc1ccc(N(C)C(=O)c2cc(S(=O)(=O)N3CCc4ccccc43)cn2C)cc1	0	0.0	99	5	-0.1	.	-13	-1	.	-6
C[C@]12c3[nH]c4ccccc4c3CCN1C(=O)C(CC(=O)NCCCn1ccnc1)C[C@@H]2C(=O)N1CCOCC1 (some centres not stated)	4	-0.3	95	10	0.4	6	-5	1	.	-3
Cn1cnc2cc(NCc3ccccc3Cl)ccc21	-8	0.6	95	-1	0.0	-6	-4	-3	-2	-6
O=C(C1CC(=O)N(C2CCCC2)C1)N1CCN(c2cccc(Cl)c2)CC1 (configuration not stated)	3	0.2	106	13	0.8	4	-2	-2	-4	-11
C/C(=N/NC(=O)c1ccco1)c1cccnc1	2	3.1	100	-3	0.0	4	8	-2	6	-8
Cc1cc(OCC(O)CN2CCOCC2)cc(C)c1Cl (configuration not stated)	4	-1.7	94	2	-0.2	1	-4	4	-3	-20
Cc1ccc(CCC(=O)Nc2ccccc2F)s1	6	-2.5	102	-1	0.2	-15	-2	-5	4	0

Three structures out of the list, sorted by number of heavy atoms, lowest first.
structure	m5-HT2A agonist	MC4R ag barr	ABCB6 inh MLPCN	MC4R antag cAMP	aDG glyco up	PDI turbidity	H9c2 protect	N-glyco inh	Vif inh	CaV13 ICDI inh
COc1cccc(C(O)C2OC(=O)c3ccccc32)c1OC (configuration not stated)	3	-0.1	101	14	-0.1	2	6	1	-1	0
Cc1ccc(N(C)C(=O)c2cc(S(=O)(=O)N3CCc4ccccc43)cn2C)cc1	0	0.0	99	5	-0.1	.	-13	-1	.	-6
O=C(OCC(=O)N1CCN(C(=O)c2ccco2)CC1)c1cc(S(=O)(=O)Nc2ccc(Cl)cc2)ccc1O	0	2.9	96	14	-0.1	-4	0	4	-8	-19

Gathered by group: those above containing an aryl thioether with sulfur outside any ring
structure	m5-HT2A agonist	MC4R ag barr	ABCB6 inh MLPCN	MC4R antag cAMP	aDG glyco up	PDI turbidity	H9c2 protect	N-glyco inh	Vif inh	CaV13 ICDI inh
COc1cccc(OCCSc2nc(C)c(Cc3ccccc3)c(=O)[nH]2)c1	-2	1.4	102	8	0.3	-3	-2	0	1	-6
Cc1ccc(-n2nnnc2SCC(=O)NCC2CCCO2)cc1C (configuration not stated)	5	-1.4	95	11	0.1	-2	0	0	6	-6
Cc1nnc(SCC(=O)NNC(=O)c2ccco2)s1	-1	-2.7	99	2	-0.2	-1	6	4	-2	-7

(continued)
| SMILES | m5-HT2A agonist | MC4R ag barr | ABCB6 inh MLPCN | MC4R antag cAMP | aDG glyco up | PDI turbidity | H9c2 protect | N-glyco inh | Vif inh | CaV13 ICDI inh |
| --- | --- | --- | --- | --- | --- | --- | --- | --- | --- | --- |
| C=CCc1cccc(/C=N/n2cnnc2)c1O | 6 | 0.3 | 97 | -8 | -0.2 | 10 | 1 | 2 | -2 | -7 |
| COCC1CCN(C(=O)c2cc(COc3ccc4c(c3)CCCC4)on2)C1 (configuration not stated) | -7 | 0.6 | 100 | -6 | 0.1 | 5 | -1 | 1 | -2 | -4 |
| CCOc1ccc(NC(=O)CN(C)C(=O)c2c(-c3c(F)cccc3Cl)noc2C)cc1OCC | 0 | 0.7 | 101 | 6 | -0.4 | -3 | 3 | 0 | 7 | -3 |
| CCCCc1ccc(-n2nnnc2SCC(=O)Nc2cc(OC)c([N+](=O)[O-])cc2C)cc1 | -4 | 1.2 | 97 | 23 | 2.1 | -11 | -19 | -3 | 1 | -19 |
| O=C(Nc1ccc(-c2cn3c(n2)SCC3)cc1)c1ccco1 | -4 | 1.4 | 96 | -1 | -0.3 | -1 | -4 | -2 | 4 | -12 |
| CNC(=S)N1N=C(c2ccccc2)CC1c1ccccc1Cl (configuration not stated) | -1 | -2.8 | 101 | 4 | -0.2 | 7 | 6 | 6 | -5 | 1 |
| COc1ccc(C(=O)Nc2ccc(CN3CCOCC3)cc2)cc1 | -2 | -0.3 | 95 | -5 | -0.2 | -5 | -3 | 1 | -1 | . |
| Cc1c(CN(C)C)c2c(n1Cc1ccccc1)C(=O)c1ccc(Br)cc1-2 | -7 | -1.3 | 108 | -10 | 1.0 | -3 | -14 | 0 | -5 | -3 |
| CN(C)c1ccc(C(=S)NC2CCCCC2)cc1 | 5 | -1.1 | 91 | -4 | -0.2 | -2 | -15 | 0 | 2 | 0 |
| Cc1ccccc1C(=O)O | 4 | -1.2 | 104 | 7 | -0.3 | . | -1 | 0 | 6 | . |
| Cc1ccc(C2CC(C(F)(F)F)n3ncc(C(N)=O)c3N2)cc1 (configuration not stated) | 1 | -1.2 | 96 | -3 | 0.0 | 2 | 2 | -3 | 6 | -5 |
| CCOc1ccc(NC(=O)CN(c2ccc(OC)cc2)S(C)(=O)=O)cc1 | -3 | -0.9 | 99 | 5 | -0.2 | -4 | -2 | 0 | -1 | 0 |
| Clc1cccc(CSc2ncn(-c3ccccc3)n2)c1 | -10 | -0.9 | 106 | -5 | -0.2 | 0 | -9 | -1 | 0 | -3 |
| O=C(Oc1cccnc1)c1cc(S(=O)(=O)N2CCOCC2)ccc1Cl | 7 | 0.7 | 96 | -5 | -0.1 | -9 | 6 | 0 | -3 | -10 |
| COC(=O)c1ccc(S(=O)(=O)N2CCCCC2)o1 | -2 | -1.5 | 101 | -1 | -0.1 | 11 | -1 | -2 | 0 | -10 |
| CN(C)c1ccc(N=Cc2nc(-c3ccccc3)oc2OC(=O)c2ccccc2)cc1 | -1 | 0.8 | 95 | 5 | 0.0 | 11 | 3 | -9 | -6 | -4 |
| CCn1c(=N)n(CC(=O)c2ccc(OC)c(OC)c2)c2ccccc21 | -5 | -0.1 | 94 | -8 | 0.4 | 0 | -1 | -4 | 2 | -8 |
| CCN(CC)C(=O)Cn1cc(C(=O)C(=O)NCCc2ccc(S(N)(=O)=O)cc2)c2ccccc21 | 4 | -0.6 | 99 | 10 | -0.3 | -1 | 3 | -1 | 2 | -4 |
| CCCNC(=O)COc1coc(CN2CCN(c3ccc(F)cc3)CC2)cc1=O | 0 | -1.8 | 99 | 5 | 0.2 | 5 | 1 | 1 | 3 | -2 |
